NPYLR7 ag = agonists of mosquito NPYLR7 receptor, primary screen, cell-based, Aedes aegypti, calcium fluorescence, mosquito biting behavior; Aedes aegypti neuropeptide Y-like receptor 7 (NPYLR7); HEK293T NPYLR7/Galpha15, GCaMP6s calcium fluorescence; activation, % at 10 µM; 270,000 tested, 0.15% active; AID 1259423, 2018; in the data active = activation above about 40%;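 also: 0% = vehicle and 100% = reference agonist at the receptor; some compounds past the cut are filed as inactive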
mcGAS inh = cyclic GMP-AMP synthase inhibitors, mouse, primary biochemical chemiluminescence; inhibition, % at 12.5 µM; 160,000 tested, 0.15% active; recombinant cGAS, Kinase-Glo ATP depletion luminescence;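 also: 0% = negative control wells and 100% = reference inhibitor with no enzyme activity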
hcGAS inh = Primary biochemical luminescence assay for human cyclic GMP-AMP synthase inhibitors | recombinant h-cGAS, ATP depletion, Kinase-Glo luminescence | 290,000 tested, 0.081% active | inhibition, % at 12.5 µM | AID 1259398, 2018;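 also: 0% = vehicle reaction and 100% = reaction without DNA for no activity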
Target sequence (Q8N884 whole entry, looked up): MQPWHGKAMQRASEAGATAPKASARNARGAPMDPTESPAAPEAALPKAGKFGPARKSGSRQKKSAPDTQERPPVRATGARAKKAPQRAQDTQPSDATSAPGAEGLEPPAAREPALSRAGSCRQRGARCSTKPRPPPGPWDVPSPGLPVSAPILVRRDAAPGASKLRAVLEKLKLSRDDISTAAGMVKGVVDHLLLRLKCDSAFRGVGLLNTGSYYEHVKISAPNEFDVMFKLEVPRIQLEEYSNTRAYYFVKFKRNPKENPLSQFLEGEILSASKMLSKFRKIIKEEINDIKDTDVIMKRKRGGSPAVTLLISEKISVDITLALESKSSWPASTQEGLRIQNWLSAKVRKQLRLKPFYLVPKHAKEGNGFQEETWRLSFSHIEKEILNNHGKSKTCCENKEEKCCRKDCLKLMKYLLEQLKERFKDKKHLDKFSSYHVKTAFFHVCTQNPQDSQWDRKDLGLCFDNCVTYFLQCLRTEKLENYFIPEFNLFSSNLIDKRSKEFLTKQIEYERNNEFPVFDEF
* marks the source's active call; other numbers are inactive results; / = no result given; & = joins results of further samples. Rule as the data show it, unless noted: active = inhibition above about 40%; inactive = the rest.

The opening 3 entries, ahead of the listing:
SMILES | NPYLR7 ag | mcGAS inh | hcGAS inh
Cc1cc(OCc2cc(C(=O)NC(C)c3cnn(C)c3)no2)cc(C)c1Cl (centres undefined) | -6 | / | -5
Fc1ccc(NC(=S)N2CCc3[nH]cnc3C2c2ccc(F)cc2)cc1 (centres undefined) | 3 | 2 | 4
CCCC1=NN(C(C)=O)C(C(=O)N(C)CCNC(=O)C(F)(F)F)O1 (centres undefined) | 13 | / | 1

Results, from the start:
SMILES | NPYLR7 ag | mcGAS inh | hcGAS inh
Cc1cc(OCc2cc(C(=O)NC(C)c3cnn(C)c3)no2)cc(C)c1Cl (centres undefined) | -6 | / | -5
Fc1ccc(NC(=S)N2CCc3[nH]cnc3C2c2ccc(F)cc2)cc1 (centres undefined) | 3 | 2 | 4
CCCC1=NN(C(C)=O)C(C(=O)N(C)CCNC(=O)C(F)(F)F)O1 (centres undefined) | 13 | / | 1
COc1ccc(-c2cc(N)n(-c3ccc(C(=O)NC4CCCCC4)cc3)n2)cc1 | -8 | -3 | -4
CCOC(=NCc1ccc2c(c1)OCO2)NC(=O)c1ccccc1F | 14 | -5 | 0
CC(C)Cc1cc(C(=O)NC(C)c2cn3ccsc3n2)n(C)n1 (centres undefined) | 13 | / | -1
N#CC(=Cc1c(-c2ccccc2)nc2sccn12)c1nc2ccccc2s1 | 8 | / | 1
COC1(c2ccccc2)CCN(Cc2cc3n(n2)CCCNC3)CC1 | -4 | / | -6
Cc1nn2c(NCCN(C)C)cc(C(C)(C)C)nc2c1-c1ccc(Cl)cc1 | 0 | 0 | -1
COCCOc1nc(-c2ccc(C(F)(F)F)cc2)n(-c2ccc(NC(=O)c3ccc(C)cc3)cc2)n1 | 6 | -6 | -5
CN(Cc1ccco1)C(=O)C(C1CCCC1)N1CCN(C(=O)c2ccc(Cl)c(Cl)c2)CC1 (centres undefined) | -4 | -3 | -2
COc1cc(OC)cc(-c2onc(C)c2C(=O)NCc2ccco2)c1 | 4 | -6 | -4
Cc1onc(-c2ccccc2Cl)c1C(=O)NCCSC1Sc2ccccc2NC1=O (centres undefined) | -8 | / | 2
NC(=O)Nc1ccc(NS(=O)(=O)c2cc(F)ccc2Cl)cc1 | 14 | -16 | -8
Cc1nnc(SCC(=O)N2CCN(C(C)C)C(C)C2)s1 (centres undefined) | / | -13 | -2
CC(NC(=O)c1cccc(CS(C)(=O)=O)c1)c1ccccc1Cl (centres undefined) | -3 | -4 | 3
Brc1ccc2nc(N3CCc4ccccc4C3)sc2c1 | 4 | -8 | -8
COc1ccc(C)cc1NC(=O)COc1ccc(F)c(F)c1 | 1 | / | -5
Cc1ccc(-n2nnc3c(=O)n(Cc4ccccc4C)cnc32)cc1Cl | 2 | -7 | -6
O=C(Cn1nnc2sc3c(c2c1=O)CCCC3)N1CCOCC1 | -1 | / | 5
COCCCN(Cc1ccc(C)o1)Cc1ccc(C(O)(c2ccccc2)c2ccccc2)o1 | -2 | -6 | -6
CCNC(=O)NC1CCN(C(=O)CC(C)C)CC1 | 3 | / | -4
CCOC(=O)N1CCN(Cc2ccc3c(c2)CN(C(=O)c2cc(-c4ccccc4)on2)CCO3)CC1 | 7 | -5 | 2
O=C(c1cn[nH]n1)N1CCC(c2cc(Cc3ccccc3)[nH]n2)CC1 | -1 | -8 | -7
COc1ccc(C(=O)Nc2nccs2)cc1S(=O)(=O)N1CCOCC1 | -10 | -6 | -7
Cc1nc2sc3c(c2c2ncnn12)CC(C)(C)OC3 | 1 | / | 2
O=C(c1cccc(Cl)c1Cl)N1CCC(n2c(=O)oc3ccc(Cl)cc32)CC1 | 5 | -7 | -10
COc1ccc(C)c2sc(N(CCN(C)C)C(=O)CCS(=O)(=O)c3ccc(C)cc3)nc12 | -3 | -7 | -3
O=C(N=Nc1c(O)[nH]c2ccc(Br)cc12)c1cnc2ccccc2c1 | -2 | / | -6
O=C(NCC1CCN(C2CCOCC2)C1)Nc1ccccc1Cl (centres undefined) | -1 | / | 2

Full records, looked up by structure. Screens in order: NPYLR7 ag | mcGAS inh | hcGAS inh
Entry for Cc1onc(-c2ccccc2Cl)c1C(=O)NCCSC1Sc2ccccc2NC1=O (centres undefined) : -8 | / | 2
Entry for COc1ccc(C)c2sc(N(CCN(C)C)C(=O)CCS(=O)(=O)c3ccc(C)cc3)nc12 : -3 | -7 | -3
Entry for COC1(c2ccccc2)CCN(Cc2cc3n(n2)CCCNC3)CC1 : -4 | / | -6
Entry for CN(Cc1ccco1)C(=O)C(C1CCCC1)N1CCN(C(=O)c2ccc(Cl)c(Cl)c2)CC1 (centres undefined) : -4 | -3 | -2
Entry for O=C(Cn1nnc2sc3c(c2c1=O)CCCC3)N1CCOCC1 : -1 | / | 5

The list continues:
SMILES | NPYLR7 ag | mcGAS inh | hcGAS inh
CCc1nc2c(s1)C(OC(=O)c1ncoc1C1CCCO1)CCC2 (centres undefined) | 4 | / | -8
O=c1cc2[nH]n(-c3ccccc3)c(=O)c2cn1Cc1ccccc1 | -3 | -5 | -2
O=C1OC(CNS(=O)(=O)c2cccnc2)CN1c1ccc2c(c1)OCO2 (centres undefined) | 7 | / | -3
CC(C)n1nccc1N=C1N=C(N)c2ccccc21 | 5 | / | -1
CCOC(=O)CCc1c(C)nc2ncnn2c1N1CCN(C(=O)Cc2ccc(Cl)cc2)CC1 | 23 | -7 | -4
Cc1nn(CC(=O)N2C(C)CCCC2C)c(C)c1[N+](=O)[O-] (centres undefined) | -5 | / | 1
Cc1csc(C(C#N)C(=O)C=C2CCC(C)C2)n1 (centres undefined) | 4 | -11 | -8
CCCCCCCCC(=O)N1CCN(c2nc(-c3ccc(C)cc3)nc(C)c2C)CC1 | -3 | -6 | -9
COc1cccc(/C=C2/SC(=Nc3ccccc3)NC2=O)c1O | -2 | 7 | 6
CS(=O)(=O)NCC1CCOC1c1ccccc1 (centres undefined) | 0 | / | -21
CC(C)NC(=O)N(Cc1ccc(F)cc1F)CC1CC(c2ccc(Cl)o2)=NO1 (centres undefined) | 31 | -6 | -8
COc1ncc(CN2CCC(c3[nH]ncc3-c3cccc(F)c3)CC2)cn1 | 29 | / | -2
Cc1ccccc1OCCn1cnc2cc(F)ccc2c1=O | 11 | / | 1
Fc1ccc(C2c3cccn3CCCN2Cc2ccc3c(c2)OCCO3)c(F)c1 (centres undefined) | 28 | -1 | -5
O=C(c1cnn(Cc2ccccc2)c1)N1CCC(O)(c2ccccc2)CC1 | 2 | / | 3
O=C(C1CCCN(c2ncnc3c2nc2n3CCCCC2)C1)N1CCC(N2CCCCC2)CC1 (centres undefined) | 2 | / | -4
Cc1nc2cc(OCc3cc(C(=O)NCc4cc(F)ccc4C)no3)ccc2s1 | 18 | / | -6
CCCCCCn1c(N2CCOCC2)nc2c1c(=O)n(C)c(=O)n2C | 18 | / | -8
COc1ccc(OC2CCN(C(=O)C3CC3)CC2)c(C(=O)NCc2cccc3[nH]ccc23)c1 | 19 | / | -6
CSCc1noc(CNS(=O)(=O)NCc2ccccc2)n1 | 5 | / | -4
c1ccc(CC2CN(Cc3cccc(Cn4cccn4)c3)CCO2)cc1 (centres undefined) | 5 | / | 7
O=C(NCC(CO)Cc1ccco1)Nc1ccccc1F (centres undefined) | -3 | / | -6
COc1ccc(S(=O)(=O)N(CC(=O)Nc2cccc(C(F)(F)F)c2)c2ccc(C)cc2)cc1OC | -16 | 0 | 4
CCCCc1cnc2c(c1SCC(=O)Nc1ccccc1C(=O)OCC)c(=O)n(C)c(=O)n2C | 8 | -10 | -9
CC(=O)c1c(C)nn(C(=O)N2CCOCC2)c1C | 18 | -4 | -9
COc1ccc(C(=O)CSc2nnc(Cc3ccccc3)n2-c2ccccc2C)cc1 | / | -7 | -6
CCOC(=O)C(C#N)=Cc1cc(Cl)c(OC)c(OC)c1 | 1 | -2 | 0
Cc1cc(Br)ccc1NC(=O)CNC(=O)CCc1cccs1 | -8 | / | -8
COc1ccc(S(=O)(=O)NCCc2csc3nc(-c4ccc(Cl)cc4)nn23)cc1F | -6 | -7 | -5
CC(C)c1ccc(-c2c(N3c4ccccc4CC3C)c(=O)c2=O)cc1 (centres undefined) | 12 | / | -3

Other entries.
Under each structure – NPYLR7 ag | mcGAS inh | hcGAS inh
> COc1ccc(-n2nnc3c(N4CCN(C(=O)c5ccccc5C(F)(F)F)CC4)ncnc32)cc1
    -20 | 1 | 2
> CCOc1cc2c(cc1C=C1SC(=S)N(CCCN3CCOCC3)C1=O)OC(C)C2 (centres undefined)
    7 | -10 | -5
> O=c1c2cc(O)ccc2oc2ccc(O)cc12
    5 | / | 7
> Cc1ccc(S(=O)(=O)N2CCCN(C(=O)CCN3CCSC3=O)CC2)cc1
    10 | / | -2
> COC(=O)c1cccc(CSc2nnc(-c3ccccc3F)n2-c2ccc(C)cc2)c1
    / | -7 | -5
> c1ccc(CCc2cn(CCc3ccncc3)nn2)cc1
    -2 | / | -6
> Cc1ccsc1S(=O)(=O)N1CCCC(N(C)CCCN(C)C)C1 (centres undefined)
    18 | / | -2
> COc1cccc(SCC(=O)N2C[C@@H]3[C@H](C2)[C@H]2CC[C@@H]3O2)c1
    10 | -13 | -9
> COc1ccc(Cc2nnc3n2N(C(C)=O)C(c2ccc(Cl)c(Cl)c2)=C(C(C)=O)S3)cc1
    1 | / | -11
> CCCC(=O)OCC(O)CN(CCC(C)C)Cc1cccn1Cc1ccc(C(C)(C)C)cc1 (centres undefined)
    -2 | 1 | 0
> CCCCCCCC(=O)Nc1c(-c2ccc(OC)cc2)nc2ccc(C)cn12
    -2 | -9 | -8
> CC(=O)c1cccc2c1OC(C)C(=O)N2Cc1cccc(C(F)(F)F)c1 (centres undefined)
    -7 | / | 4
> O=C(CCn1cncn1)N1CCC(n2cc(-c3ccccn3)nn2)CC1
    3 | 2 | -4
> Cc1ccc(C=NCC(O)COCc2ccco2)o1 (centres undefined)
    0 | / | -7
> Cc1ccccc1NC(=O)c1cccnc1NC(C)C
    -11 | -4 | -5

Remaining list, next part:
Under each structure – NPYLR7 ag | mcGAS inh | hcGAS inh
> CN(CCC=C1c2ccccc2CCc2ccccc21)S(=O)(=O)c1cccc(Cl)c1
    -2 | -3 | -5
> Cc1cnccc1N1CCCN(Cc2cc(C(C)C)no2)CC1
    2 | -8 | -4
> O=C(NN=Cc1ccc(O)cc1)c1cccnc1
    -1 | -4 | -6
> COc1ccc(C2=NN(C(=O)CN3CCc4ccccc4C3)C(c3ccc4c(c3)OCO4)C2)c(OC)c1 (centres undefined)
    24 | -5 | -6
> Cc1oc(-c2cc(F)cc(F)c2)nc1CN1CCCCC1c1nccs1 (centres undefined)
    -4 | / | -8
> C=CCn1c(C)cc(C(=O)CSc2nnc(COc3ccccc3Cl)o2)c1C
    8 | -7 | -8
> Cc1cccc(NC(=O)CC(=O)NCCN2CCCC(O)C2)c1C (centres undefined)
    -8 | -3 | 2
> COc1ccc(-c2ccc(OCCNS(=O)(=O)c3ccc(Oc4ccccc4)cc3)nn2)cc1
    -7 | -9 | -4
> COc1ccccc1-c1nc2cc(C)ccn2c1NC(=O)c1ccc2ccccc2c1
    -11 | -4 | -4
> Cc1onc(-c2c(Cl)cccc2Cl)c1C(=O)N[C@H](c1nnc2c(C(F)(F)F)cccn12)C(C)C
    -8 | -4 | -9
> Cn1ccc(C(=O)Nc2ccnn2-c2cccc(Cl)c2)cc1=O
    -3 | / | -2
> Cc1nc(SCc2cccc(C(=O)NCc3cccnc3)c2)nc(N(C)Cc2ccccc2)c1C
    5 | -5 | -3
> O=C(NC1CC1)C1CCCN(S(=O)(=O)N2CCCCCC2)C1 (centres undefined)
    26 | / | -13
> CCCCSCc1cc(C(=O)N[C@@H]2[C@@H](N)[C@H]3CCO[C@H]32)oc1C
    / | -2 | -10
> COc1ccc(CCN(C)c2cc(Cl)nc(SCC(=O)NCCN3CCCCC3)n2)cc1OC
    -1 | 0 | -1

(listing goes on)
Under each structure – NPYLR7 ag | mcGAS inh | hcGAS inh
> Cc1cc(C)n(CCNC(=O)c2cc(CC(C)C)[nH]n2)c(=O)n1
    -10 | / | -2
> CCN(C)c1c(C)nc2c(OCCn3cccc3)cccn12
    7 | -2 | -4
> COc1cccc(CNc2nc3cc(-c4ccc(C(=O)N5CCN(C)CC5)cc4)sc3c(=O)n2C)c1
    2 | / | -1
> COc1ccc(CCOC(=O)C2CCCCN2C(=O)c2ccc(C)c([N+](=O)[O-])c2)cc1OC (centres undefined)
    -6 | -2 | -10
> COc1ccc(OC)c2c1CN(c1nc(C)cc(C)n1)CC2O (centres undefined)
    -2 | -17 | -2
> O=C(Cn1cnc2c(nnn2-c2ccc(F)cc2)c1=O)NCCc1ccccc1
    7 | / | -8
> O=C(Oc1coc(CSc2ncccn2)cc1=O)C1CC(=O)N(c2ccccc2)C1 (centres undefined)
    -4 | -6 | -3
> Cc1cc(C)c2[nH]c(=O)c(CN3CCOC4(CNCCOC4)C3)cc2c1 (centres undefined)
    11 | -9 | -3
> Cc1cccc(NC(=O)c2cc3ccccc3oc2=N)c1
    -7 | 0 | -1
> COCC(=O)N1CCC(C(NC(=O)c2cccc(OC)c2)C(=O)N2CCCC2)CC1 (centres undefined)
    9 | -3 | -3
> CCc1nc2ccc(C(=O)NC(C)(C)C)cn2c1N(CC)CC(=O)N(C)C
    13 | -3 | -7
> CCOc1ccccc1N1CCN(C(=O)c2cc(-c3ccccc3OC)n3nc(C(C)(C)C)cc3n2)CC1
    19&-12 | -6&-2 | -4&0
> N#Cc1ccc(/C=C2\SCCc3ccccc3C2=O)cc1
    3 | / | -4
